KDM5B inh: Primary screen for KDM5B Histone Demethylases FDH-coupled qHTS; 220,000 compounds, 2.6% hits; Potency, µM (titrated, usually from 57.7 µM), inactives show top-dose activity change, negative = inhibition, most hits filed as inhibitors; KDM5B demethylase, FDH-coupled NADH fluorescence (FDH is formaldehyde dehydrogenase); active means well fitted inhibition curve with a large enough effect; inconclusive means small, poorly fitted or top-dose-only effect; inactive means no such curve, though single readings can be large or run the other way; further: 0% is about no effect; nearly all actives have a fitted effect of over 70% in size
Target sequence (Q9UGL1 whole entry, looked up): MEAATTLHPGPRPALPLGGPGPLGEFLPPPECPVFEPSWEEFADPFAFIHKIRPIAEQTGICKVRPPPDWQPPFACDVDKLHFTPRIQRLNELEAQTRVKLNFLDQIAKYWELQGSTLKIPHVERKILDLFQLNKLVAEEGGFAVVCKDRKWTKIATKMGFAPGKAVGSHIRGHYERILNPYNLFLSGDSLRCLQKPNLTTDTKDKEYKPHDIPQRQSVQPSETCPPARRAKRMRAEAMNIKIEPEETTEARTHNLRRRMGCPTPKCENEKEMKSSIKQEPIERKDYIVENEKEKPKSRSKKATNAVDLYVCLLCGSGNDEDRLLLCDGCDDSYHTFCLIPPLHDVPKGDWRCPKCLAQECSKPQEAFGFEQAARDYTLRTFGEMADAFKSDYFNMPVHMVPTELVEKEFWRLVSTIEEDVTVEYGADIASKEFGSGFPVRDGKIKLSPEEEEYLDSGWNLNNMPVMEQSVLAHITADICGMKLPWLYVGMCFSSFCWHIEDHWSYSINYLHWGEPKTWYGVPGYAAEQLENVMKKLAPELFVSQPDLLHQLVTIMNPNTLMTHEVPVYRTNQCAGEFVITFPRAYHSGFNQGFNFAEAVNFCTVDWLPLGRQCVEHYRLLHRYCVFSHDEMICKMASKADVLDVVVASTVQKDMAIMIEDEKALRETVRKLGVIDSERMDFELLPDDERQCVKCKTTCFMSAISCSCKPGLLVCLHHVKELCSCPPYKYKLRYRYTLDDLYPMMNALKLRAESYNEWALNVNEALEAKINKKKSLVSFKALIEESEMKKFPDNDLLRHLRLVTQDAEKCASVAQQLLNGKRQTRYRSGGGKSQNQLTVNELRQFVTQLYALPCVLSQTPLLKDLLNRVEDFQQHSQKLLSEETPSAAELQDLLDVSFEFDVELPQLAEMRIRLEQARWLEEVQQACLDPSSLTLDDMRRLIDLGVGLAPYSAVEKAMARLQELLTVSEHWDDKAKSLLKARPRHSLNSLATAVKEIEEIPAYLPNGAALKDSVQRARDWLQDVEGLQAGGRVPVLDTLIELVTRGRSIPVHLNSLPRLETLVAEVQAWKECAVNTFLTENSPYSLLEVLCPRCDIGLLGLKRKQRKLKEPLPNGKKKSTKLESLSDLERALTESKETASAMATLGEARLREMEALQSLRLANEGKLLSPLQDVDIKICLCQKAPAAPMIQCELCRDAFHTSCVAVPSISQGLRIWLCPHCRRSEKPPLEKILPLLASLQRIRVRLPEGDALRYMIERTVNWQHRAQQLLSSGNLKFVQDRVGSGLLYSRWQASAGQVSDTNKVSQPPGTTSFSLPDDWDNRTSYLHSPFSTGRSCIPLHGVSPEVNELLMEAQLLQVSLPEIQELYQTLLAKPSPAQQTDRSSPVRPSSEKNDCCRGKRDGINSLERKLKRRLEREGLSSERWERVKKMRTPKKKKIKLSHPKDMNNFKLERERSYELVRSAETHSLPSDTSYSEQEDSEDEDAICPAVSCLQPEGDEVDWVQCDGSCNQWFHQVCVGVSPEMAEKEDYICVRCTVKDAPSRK
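KDM5BΔAP (200 nM final) in 50 mM HEPES pH 7.5, 0.01% Tween-20 was preincubated 10 min at RT with compound over a concentration range. Substrate mix (H3K4me3 12.5 µM, α-KG 25 µM, Fe²⁺, ascorbate, NAD⁺, FDH) was added, and NADH fluorescence change over 30 min gave dose-response curves.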
* marks the source's active call; other numbers are inactive results; i = inactive; ? = inconclusive; & = joins results of further samples; [ ] = dose if it differs, or a comment. Potency means the concentration at half of the fitted maximal effect. A portion of the library; rates above refer to the full screens.

SMILES	KDM5B inh
COc1ccccc1-c1nnc(SCC2CCOCO2)n1-c1ccccc1 (stereo unspecified)	4.2%
COc1cccc(N2C(=O)CSC23C(=O)N(Cc2ccccc2)c2ccccc23)c1 (stereo unspecified)	-23.4%
Cc1cc(C)cc(-c2ccc(CN)cc2)c1	-14.2%[149 µM]
Cc1ccc(-n2ncc3c(NC4CCCCC4)ncnc32)cc1Cl	5.3%&-21.5%
Cc1ccc(CN2CCC(N3CC(OCC4CC4)C34CCOCC4)CC2)cc1C (stereo unspecified)	7.9%
CN(C)c1ccc(CNC(=O)c2ccc(Cn3c(SCc4ccccc4)nc4cccnc43)cc2)cc1	?
Cc1cc(C)nc(/N=C(\NC(=O)C(C)(C)C)Nc2ccccc2)n1	-40.0%
COc1ccc(CNc2nccc(-c3c(C)nn(C)c3C)n2)cc1OC	?
CCc1ccc(CN(C(=O)c2ccc(OC)cc2)C2CCS(=O)(=O)C2)cc1 (stereo unspecified)	-7.6%
CC(Oc1ccc2ccc(=O)oc2c1)C(=O)N(C(C)C)C(C)C (stereo unspecified)	?
COC[C@@H]1[C@H](NC(=O)c2cnc(-c3cccnc3)nc2C)[C@@H]2CCO[C@H]12	33.8%[activator]
CC(=O)Nc1ccc(NC(=O)Cn2cccc2-c2nc(-c3ccccc3)no2)cc1	-3.8%
OCCNC(=S)Nc1cccc(F)c1	8.2%
Cc1cc(C)c2oc(C(=O)Nc3ccc(S(=O)(=O)Nc4cc(C)nc(C)n4)cc3)cc(=O)c2c1	3.0%
CCc1ccc2oc(C(=O)NCCc3ccc(S(N)(=O)=O)cc3)cc(=O)c2c1	-0.3%
COC(=O)c1ccc(NC(=O)N2CCn3nnc(CCC(=O)N4CCCC4)c3C2)cc1	13.5%
Cc1cccc(CN2C(=O)c3ccccc3Sc3ccc(C(=O)N4CCCC4)cc32)c1	-29.6%
Cn1nc(C(=O)OCC(=O)N2CCc3ccccc32)c2ccccc2c1=O	311.2%[activator]
Cc1cc(C)c(NC(=O)c2oc3c(c2C)-c2[nH]ncc2CC3)c(C)c1	-67.8%
CCOc1cc(-c2nc3ccc(-c4ccc(OC)c(OC)c4OC)cc3o2)ccc1OC	i
COc1ccc(CN2CCC(O)(CN3CCCCC3)C2)cc1Cl (stereo unspecified)	6.7%
CCn1cc(C(=O)NCc2ccc(Cl)cc2)c(=O)c2cc(S(=O)(=O)N(C)C)ccc21	15.2%
O=C(/C=C/c1ccc2ccccc2n1)OCC(=O)N(/N=C/c1ccccc1)c1cccc(C(F)(F)F)c1	-17.4%
COc1ccc(C(=O)N2CCCOCCNC(=O)[C@@H]3CCCC[C@@H]32)cn1	-12.8%
O=C1CC(c2ccc(C(F)(F)F)cc2)c2cnn(Cc3ccc4c(c3)OCO4)c2N1 (stereo unspecified)	-4.7%
O=C(NCc1ccco1)c1ccc2c(c1)N(Cc1ccccc1)C(=O)c1ccccc1S2	?
CCOc1ccc(C2Cn3nnc(-c4nc(-c5cccc(C)c5)no4)c3CO2)cc1 (stereo unspecified)	20µM*
Cn1cccc1C(=O)NC1CCc2nnc(C3CC3)n2CC1 (stereo unspecified)	-29.2%
COC(=O)CN1CCN(c2nc3c(c(=O)[nH]c(=O)n3C)n2Cc2cccc(Cl)c2)CC1	13.0%
O=C(NCC1Cn2cccc2C(=O)N1Cc1cccnc1)c1n[nH]c(=O)c2ccccc12 (stereo unspecified)	23.0%
CN(CCO)c1ccc(-c2nc(CCCc3ccccc3)no2)cn1	?
COc1cccc(CC(=O)NCC(=O)N2CCCCCNC(=O)CC2c2ccccc2)c1 (stereo unspecified)	-15.5%
Fc1cccc(CSc2ccc(-c3cccs3)nn2)c1	-5.7%&-14.6%
CN1CCC(NCC2(COc3cccnc3)C[C@@H](O)[C@@H](O)C2)CC1 (stereo partly specified)	-22.5%[86.2 µM]
COc1ccc(CNC(=O)CSc2ncc3c(n2)-c2cc(Cl)ccc2N(Cc2ccccc2)S3(=O)=O)cc1OC	-26.0%
CN1C(=O)c2cccn2CC1C(=O)NCc1cccc(C(F)(F)F)c1 (stereo unspecified)	-14.4%
CCOc1ccc(C(=O)N2CCS(=O)CC2)cc1OC	13.6%
COc1cc(/C=C(\C#N)c2nc3ccc(C)cc3[nH]2)ccc1OC(C)C	?
N#C/C(=C/c1ccc(-c2ccccc2)cc1)C(N)=O	-37.9%
CCCCCCCc1nc2nc(C)c(Br)c(=O)n2[nH]1	-40.6%
O=C(CCC(=O)c1cccs1)Nc1ccc(N2CCCCC2)cc1	0.4%
CNC(=O)c1ccccc1NC(=O)CC1CCCC1	-14.2%
CC(NC(=O)Cn1c(=O)oc2cc(S(=O)(=O)N3CCCCCC3)ccc21)c1ccccc1 (stereo unspecified)	-11.4%
Cc1cccc(-n2nc(-c3c(C)nc4scc(CC(=O)NC5CC5)n4c3=O)cc2C)c1	25.1µM*
O=C(OCc1cccc(C(F)(F)F)c1)c1ccc(-c2nnn(Cc3ccc(F)cc3)n2)cc1	-23.7%
Cc1ccc(OCCC2CCN(C(=O)Cn3cnc4c3c(=O)n(C)c(=O)n4C)C2)cc1 (stereo unspecified)	0.3%
CCOc1ccc(CNC(=O)c2cnc3sc(N4CCOCC4)nn3c2=O)cc1OC	?
C=C(C)COc1ccc(-c2ncncc2-c2ccccc2)c(O)c1	-24.0%
O=C(Cc1cccs1)NCc1ccsc1	15.9%
O=S(Cc1cccc(C(F)(F)F)c1)Cc1cccc(C(F)(F)F)c1	8.7%

More compounds follow.
SMILES	KDM5B inh
COc1ccc(C(=O)N2CCCCCCNC(=O)CC2)cc1	-21.4%
Cc1cccc(C(=O)N2CCCC(n3cc(-c4nc(C(C)C)no4)nn3)C2)c1 (stereo unspecified)	18.8%
Cc1ccc(C(=O)N2CC(Oc3ccc4c(c3)OCO4)C2)cc1	?
CCOc1ccc(/C=C/c2nc(C#N)c(NC(C)CC)o2)cc1 (stereo unspecified)	?
Cc1nc(-c2nnc(SCC(=O)Nc3ccc(Cl)cc3)n2C)cs1	17.7%
Cc1ccc(-n2ncc3c(N4CCCCCC4)ncnc32)cc1	?
CCOc1ccc(C2c3c(-c4cc(C)ccc4O)n[nH]c3C(=O)N2Cc2cccnc2)cc1OCC (stereo unspecified)	18.2%
COc1ccc(C(=O)N2CCn3c(nnc3C3CC3)C2)cc1	20.3%[86.2 µM]
CCOc1ccc(C(CC(=O)O)NC(=O)C(CC)c2ccccc2)cc1 (stereo unspecified)	16.9%
O=C(Cn1cnc2ccccc2c1=O)OCC(=O)c1ccccc1	-5.5%
CCn1nccc1C(=O)N1CCC2(CC1)N(C)C(=O)CS2(=O)=O	22.6%
O=C(NCc1ccc(OCC(F)(F)F)cc1)c1ccc(S(=O)(=O)N2CCCC2)cc1	12.3%
Cc1noc(CN(C)C(=O)c2ccc3oc(Cc4ccc(Cl)cc4)nc3c2)n1	2.4%
O=C1CCCN1CCCN1C(=O)[C@@H]2C[C@@H](O)CN2C2(CN(C3CCOCC3)C2)C1=O	-22.0%[86.2 µM]
COc1ccc2[nH]c3c(c2c1)CCN(C)C31CCN(C(=O)C2CC2)CC1	?
CCN1C(=O)COC[C@@H]1[C@H](O)c1ccc(NC(=O)c2cccnc2)cc1	26.4%[86.2 µM]
COc1ccc(NC(=O)Cn2c(N3CCN(c4ccccc4)CC3)nc(C)cc2=O)cc1OC	-14.3%
O=C(CC1NCCNC1=O)Nc1ccc(F)c(Cl)c1 (stereo unspecified)	8.6%[11.5 µM]
CC(=O)Nc1cccc(-c2cc3c(ccn3C)c(C(=O)NCc3c(C)cc(C)[nH]c3=O)n2)c1	14.1µM*
Cn1c(=O)c2nc(SCC(=O)c3ccccc3)n(C)c2n(C)c1=O	3.1%
COc1ccc(NC(=O)c2cnc3c(c2)N(C(=O)Cc2ccc(O)cc2)CCC3)cn1	?
Cc1ccc(CN2CCCN(S(C)(=O)=O)C(c3ccccc3)CC(=O)NCC2)o1 (stereo unspecified)	?
O=C(CCc1ccccc1)N1CCN(C(=O)c2nnn3c2COC(c2ccccc2)C3)CC1 (stereo unspecified)	19.5%
CCOC(=O)c1[nH]c2c(c1C)C(=O)CCC2	8.2%
O=C(N[C@H]1CO[C@H]2[C@@H]1OC[C@@H]2Nc1nccc(-c2ccc(-c3ccccc3)cc2)n1)c1ccccc1	?
O=C(CSc1ncnc2ccccc12)Nc1ccccc1Oc1ccccc1	6.6%
CNC(=O)c1cccc(-c2ccc(C(C)(C)C#N)cc2)n1	8.6%
Cc1ccc(NC(=O)N2CCCCC2)cc1[N+](=O)[O-]	38.2%
Cc1cnc(CCNC(=O)COc2ccccc2)n1C1CCC1	21.1%
OCCN=C1CCCc2c1[nH]c1ccc(Cl)cc21	50.6%[activator]
COc1ccc(NC(=O)c2c(NCc3cccs3)sc3c2CCCC3)c(OC)c1	-27.5%
Cn1c(C(=O)NCCc2ccccc2)cc2sc(Cl)cc21	-11.9%
Cc1ccccc1NC(=O)c1ccno1	-0.1%
COc1ccc(-n2[nH]c3cc(=O)n(Cc4ccccc4)c(C)c3c2=O)cc1	-2.3%
O=C(c1cc2ccc3cccnc3c2[nH]1)N1CCN(c2cccc(C(F)(F)F)c2)CC1	-18.8%
CC(C)CCN1CCN(Cc2ccc(N3CCNC3=O)cc2)CC1CCO (stereo unspecified)	-7.7%
COC(=O)c1cc2c(Br)cc(OC)c(OC)c2[nH]1	?
O=c1cc(-c2ccc(Cl)cc2)oc(=O)[nH]1	-4.9%
N#C/C(=C\c1ccco1)C(=O)NC1CCCC1	-4.1%
N[C@@H](Cc1ccccc1)c1nnc(SCc2ccc(Cl)c(Cl)c2)o1	6.8%

Reformatted: entries from further up
Compound | KDM5B inh
CC(C)CCN1CCN(Cc2ccc(N3CCNC3=O)cc2)CC1CCO (stereo unspecified) | -7.7%
N[C@@H](Cc1ccccc1)c1nnc(SCc2ccc(Cl)c(Cl)c2)o1 | 6.8%
Cn1c(C(=O)NCCc2ccccc2)cc2sc(Cl)cc21 | -11.9%
O=C(c1cc2ccc3cccnc3c2[nH]1)N1CCN(c2cccc(C(F)(F)F)c2)CC1 | -18.8%
COC(=O)c1cc2c(Br)cc(OC)c(OC)c2[nH]1 | ?
O=c1cc(-c2ccc(Cl)cc2)oc(=O)[nH]1 | -4.9%

(listing goes on)
SMILES	KDM5B inh
Cc1noc(CC2CCN(C(=O)C(C)Oc3ccc4ccccc4c3)CC2)n1 (stereo unspecified)	-10.3%
O=C(Cn1cc(/C=C2\NC(=O)N(Cc3ccccc3)C2=O)c2ccccc21)N1CCOCC1	-6.3%
CCCCC/C=N\Nc1nc(C)nc(N)n1	11.5%
COC(=O)C1CN(Cc2ccccc2)CCS(=O)(=O)N1Cc1cn(Cc2ccc(C)cc2)nn1 (stereo unspecified)	3.7%
Cc1nn(-c2ccccc2)c(C)c1CN1CCC2(Cc3ccccc3CNC2=O)C1 (stereo unspecified)	-1.7%[115 µM]
COc1cc(C#N)ccc1OCC(=O)N1CCc2ccccc2C1	-16.4%
COc1ccccc1CN(Cc1cccs1)C(=O)Cc1n[nH]c(=O)c2ccccc12	-5.6%
Cc1cc(=O)n(Cc2ccc(F)cc2Cl)c2c1c(C)nn2-c1ccccc1	5.5%
COc1ccc(N2C(=O)CS/C2=N\C(=S)Nc2ccccc2)cc1	30.9%
Cc1ccc(C2=NC3(CCN(C(=O)c4cccs4)CC3)ON2)cc1	-13.1%
O=C(O)CCCN1CCOCC1	6.5%
Cc1nc2c(c(C)nn2-c2ccccc2)c(C)c1CCC(=O)Nc1ccc(F)cc1	?
Cc1ccc(OCc2cc(C(=O)N(C)CCc3ccccc3)no2)cc1C	8.4%
COc1ccccc1N1CCN(C(C(=O)O)c2c[nH]c3ccc(NC(=O)CCC(=O)O)cc23)CC1 (stereo unspecified)	-4.5%
Cc1noc(C)c1CSCC(=O)N(C)CC(=O)Nc1ccc(Cl)cc1	-6.1%
CCc1noc(CSc2nc(-c3ccco3)nc3ccccc23)n1	?
Cc1ccc(OCCn2c(CNc3ccccc3C)nc3ccccc32)cc1	-11.2%
CCCOc1ccc(C2C(=O)N(C3CCCCC3)CC(=O)N2CCC2=CCCCC2)cc1OC (stereo unspecified)	-5.7%
C=Cc1cccc(CN2CCC(CNC(=O)C3CCNCC3)C2)c1 (stereo unspecified)	-10.4%
O=C(Cc1ccc(NC(=O)N2CCCCc3ccccc32)cc1)NCc1ccccc1	-2.8%

No new results follow: an excerpt of the list.
SMILES	KDM5B inh
COc1ccccc1-c1nnc(SCC2CCOCO2)n1-c1ccccc1 (stereo unspecified)	4.2%
COc1cccc(N2C(=O)CSC23C(=O)N(Cc2ccccc2)c2ccccc23)c1 (stereo unspecified)	-23.4%
Cc1cc(C)cc(-c2ccc(CN)cc2)c1	-14.2%[149 µM]

(more compounds)
SMILES	KDM5B inh
CC(NC(=O)c1ccc(Br)o1)c1ccc(S(N)(=O)=O)cc1 (stereo unspecified)	2.5%
CCCCC(=O)Nc1ccc2oc(-c3ccncc3)nc2c1	?
CC(=O)Nc1ccc(OCC(=O)N2CCc3ccccc3C2)cc1	-11.1%
Cc1cc(F)ccc1NC(=O)CN(C)S(=O)(=O)c1ccc(C(=O)N2CCOCC2)s1	-0.1%
COc1cccc(CCC(=O)N2CC(F)(F)C[C@H]2c2nc(C)no2)c1	34.1%
CCOC(=O)N1CCC(NC(=O)C(C)n2nc(C)c3sc4ccccc4c3c2=O)CC1 (stereo unspecified)	-4.6%
COc1cc(C(=O)OCC(=O)NC2CCC(C)CC2)cc(Cl)c1OC (stereo unspecified)	2.9%
O=C(c1ccccc1C(F)(F)F)N1CCc2c(nc3cc[nH]n3c2=O)C1	25.1µM*
COc1ccccc1CNC(=O)CCCCn1c(=O)c2ccccc2n(Cc2c(C)cc(C)cc2C)c1=O	-17.3%
COc1cccc(NC(=O)CSCc2cc(=O)c3ccc(C)c(C)c3[nH]2)c1	8.4%
Cc1ccc(-c2cn3cccnc3n2)cc1NC(=O)Nc1ccc(F)cc1	?
